# Assay outcomes: PubChem BioAssay, Emory University Molecular Libraries Screening Center
# 14-3-3 PPI – modulators of 14-3-3 gamma protein binding, primary screen, biochemical, fluorescence polarization; 14-3-3 protein gamma (Homo sapiens), P61981; FP, 14-3-3gamma / TMR-pS259-Raf peptide binding; inhibition, % at 40 µM; 0.19% of 160,000 active; in the data active = inhibition above about 30%;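 note: 0% = protein plus tracer without compound and 100% = blank with tracer alone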
# Target sequence (P61981 whole entry, looked up): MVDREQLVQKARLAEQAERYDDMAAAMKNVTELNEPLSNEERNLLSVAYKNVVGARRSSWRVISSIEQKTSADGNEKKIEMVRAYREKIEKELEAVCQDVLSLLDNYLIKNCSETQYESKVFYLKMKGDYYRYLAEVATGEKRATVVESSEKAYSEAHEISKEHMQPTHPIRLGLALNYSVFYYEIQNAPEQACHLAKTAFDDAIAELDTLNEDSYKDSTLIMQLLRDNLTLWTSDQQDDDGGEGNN
# * marks the source's active call; other numbers are inactive results; & = joins results of further samples. This is a subset; count on the stated rates, not on these rows.
SMILES,14-3-3 PPI
CC1=C(C(=O)OCc2ccccc2)C(c2cccc(Br)c2)C2=C(CC(c3ccccc3)CC2=O)N1 (centres undefined),20.4
N#CN=C1CCCN1CC(N)=O,-3.9
CC(=O)NCc1ccc(S(=O)(=O)N(C)C)cc1,-5.6
COCC(=O)N(C)C1(c2nnnn2-c2ccccc2)CCCCC1,-5.5
CCN1CCN(CC(O)COc2ccc(C(C)=O)cc2)CC1 (centres undefined),4.2
CCc1cc2ccccc2nc1SCC(=O)N1CCN(C(=O)c2ccco2)CC1,-2.7
COc1cc(C2c3c(oc4ccccc4c3=O)C(=O)N2c2ccc(C)cn2)ccc1O (centres undefined),1.6
COC(=O)c1ccc(NC(=O)C2CCCN2S(=O)(=O)c2ccc(OC)cc2)cc1 (centres undefined),-7.0
CCOc1cccc2cc(-c3nnc(Nc4ccc(C)cc4)s3)c(=O)oc12,-17.1
O=C(CSc1nc2ccsc2c(=O)n1Cc1ccccn1)c1ccc(Cl)cc1,-5.8
O=C(NCCC1=CCCCC1)c1cc(N2C(=O)C3C4CCC(C4)C3C2=O)ccc1Cl (centres undefined),-5.5
CCn1c(=NC(=O)c2ccc(S(=O)(=O)N3CCCC3)cc2)sc2cccc(Cl)c21,-1.5
c1csc(-c2csc3nc(CN4CCOCC4)nc(NCc4ccc5c(c4)OCO5)c23)c1,-2.7
Fc1ccc(Br)cc1C1C=C(c2ccc(Br)s2)Nc2ncnn21 (centres undefined),-8.3
CC1=C(C(=O)Nc2ccccn2)C(c2cc([N+](=O)[O-])ccc2Cl)C2=C(CCCC2=O)N1 (centres undefined),-6.5
CCc1ccccc1NC(=O)C(Cc1ccccc1)NS(=O)(=O)c1ccc(Br)s1 (centres undefined),-4.5
CCCOC(=O)c1ccc(NC(=O)CCN2C(=O)c3ccccc3C2=O)cc1,-1.4
CC(C)(C)C1CCc2c(sc(NC(=O)c3ccncc3)c2C(=O)Nc2cccc3ccccc23)C1 (centres undefined),-20.4
Cn1nnc2cc(C(=O)NC(C)(C)C)ccc21,6.6
O=C(c1cccs1)N(CC1CCCO1)c1nc(-c2ccccc2)cs1 (centres undefined),-6.7
C=CCNc1nnc(SCC(=O)N2CCCCC2)c2ccccc12,-14.0
O=C(Nc1cccc(-c2csc(-c3ccccc3)n2)c1)c1ccccc1Cl,-3.9
COc1cccc(-c2nc(C(N)=O)c3[nH]c(=O)n(-c4ccccc4)c3n2)c1OC,-0.4
Cc1ccc(NC(=O)CS(=O)CC(=O)N(CC(=O)NC2CCCC2)c2cc(C)ccc2C)cc1 (centres undefined),-2.5
O=C(CCN1C(=O)c2ccccc2C1=O)Oc1ccc2c(c1)oc(=O)c1ccccc12,-28.4

# Part of the list above in order of length of the SMILES, rising.
SMILES,14-3-3 PPI
N#CN=C1CCCN1CC(N)=O,-3.9
Cn1nnc2cc(C(=O)NC(C)(C)C)ccc21,6.6
C=CCNc1nnc(SCC(=O)N2CCCCC2)c2ccccc12,-14.0

# Continuation.
SMILES,14-3-3 PPI
O=C(c1ccco1)c1cn(CC(=O)N2CCCCC2)c2ccccc12,0.7
CC(C)(C)c1ccc(C(=O)CSc2ncn[nH]2)cc1,5.4
CCCCn1c(=NC(=O)c2ccccc2Br)c(C(=O)OCC)cc2c(=O)n3ccccc3nc21,0.9
COc1ccc(C2C(C(=O)Nc3ccc(C(F)(F)F)cc3)c3ccccc3C(=O)N2c2ccc(OC)cc2)cc1 (centres undefined),-1.5
COc1ccc(-c2cc(C(F)(F)F)n3nc(C(=O)NCc4ccccc4)c(Cl)c3n2)cc1OC,-9.5
Cc1ccc(NC(=O)CSc2nc3ccsc3c(=O)n2Cc2ccccc2)cc1,-0.8
O=C(NCCc1ccccc1)C1c2ccccc2C(=O)N1CCc1ccc(Cl)cc1 (centres undefined),-4.9
CCOC(=O)CSc1nnc(-c2cccc(Br)c2)o1,-0.6
Cc1cccnc1NC(=O)C(C)N1C(=O)c2ccccc2C1=O (centres undefined),-9.5
CSc1ccc(C2C3=C(CC(C)(C)CC3=O)OC3=C2C(=O)CC(C)(C)C3)cc1,-6.7
O=C(CN1C(=O)c2ccccc2S1(=O)=O)NC1CCCC1,4.3
CCC(=O)Nc1ccc2nc(C)n(CC(=O)Nc3ccccc3)c(=O)c2c1,-10.3
O=C(Cc1cccs1)NCc1ccccc1,0.1
O=C(C1CC(=O)N(C2CCCCCC2)C1)N1CCN(c2ccccc2)CC1 (centres undefined),3.1
O=C1SC(SCc2ccccc2)=N/C1=C\c1ccco1,-44.8
CCN(CC)c1ccc(NC(=O)CSc2nc3ccccc3c(=O)[nH]2)cc1,1.9
O=c1c2ccccc2nc(SCc2ccc(F)cc2)n1-c1ccccc1,7.4
COc1ccc(N(C(=O)c2ccc(Br)o2)C2C=CS(=O)(=O)C2)cc1 (centres undefined),2.9
CC(=O)Nc1ccc(S(=O)(=O)Nc2ccc(N3CCOCC3)cc2)cc1,0.4
COc1ccc(CCNc2ncnc3sc4c(c23)CCCC4)cc1,-11.2
COc1cc2c(cc1OC)C(COc1cc(C)cc(C)c1)N(C(=O)CC(C)C)CC2 (centres undefined),-78.6
Cc1cc(C)cc(NS(=O)(=O)c2ccc3c(c2)CCN3C(=O)C2CC2)c1,0.0
COc1cc2c(C)nc(C)c(C#N)c2cc1OC,-4.2
CCCn1nc(C(=O)OCC(=O)c2ccc3c(c2)NC(=O)CO3)c2ccccc2c1=O,-9.3
OC1(c2ccccc2F)CCN(Cc2nnc(-c3ccccc3)o2)CC1,-32.2

# Pulled by structure from the entries so far, two records:
SMILES,14-3-3 PPI
O=c1c2ccccc2nc(SCc2ccc(F)cc2)n1-c1ccccc1,7.4
OC1(c2ccccc2F)CCN(Cc2nnc(-c3ccccc3)o2)CC1,-32.2

# The listing continues:
SMILES,14-3-3 PPI
Cc1ccc(C2=NC(c3ccc(F)cc3)NC(c3ccccc3O)C2)cc1 (centres undefined),3.8
CCOc1cc(N2CCOCC2)c(OCC)cc1NC(=O)C(NC(=O)c1ccco1)C(C)C (centres undefined),0.7
CCOc1ccccc1NC(=O)CN1CCN(S(=O)(=O)c2ccc(C(C)C)cc2)CC1,0.3
CN(c1ccccc1)S(=O)(=O)c1ccc(C(=O)OCC(=O)NCc2ccco2)cc1,-3.0
Cc1ccc2nc(C3CCN(CC(=O)N4CCCCCC4)CC3)[nH]c2c1,-15.3
CC1CCCC(C)N1C(=O)CSc1nc(-c2ccco2)cc(C(F)(F)F)n1 (centres undefined),-0.9
COc1ccc(C=NCCC2(c3ccc(OC)cc3)CCOC(C)(C)C2)cc1 (centres undefined),-8.9
Cc1ccc(N2C(=O)CC(NC3CCC(C)CC3)C2=O)cc1 (centres undefined),3.5
Cc1c(C(=O)N2CCCC(C)C2)sc2ncn(CC(=O)N3CC(C)CC(C)C3)c(=O)c12 (centres undefined),7.2
CCOC(=O)C1CCN(C(=O)c2cc(OC)c(OC)c(OC)c2)CC1,-0.1
CCN=C1SC(C(N)=O)CC(=O)N1CC (centres undefined),-1.6&2.9
CN(Cc1ccco1)C(=O)c1c[nH]c2ccc(S(=O)(=O)Nc3ccccc3F)cc2c1=O,5.5
CCOC(=O)c1c(N=c2oc3c(OC)cccc3cc2C(=O)Nc2ccc(F)cc2)sc(C)c1C,-2.2
Cc1nnc(SCC(=O)Nc2nccs2)s1,-5.4
CC1CCN(S(=O)(=O)N2CCC(C(=O)NC3CCCC3)CC2)CC1,0.0
COc1ccc(C2CC(c3cccc(C)c3)n3ncnc3N2)cc1 (centres undefined),-4.0
Cc1ccc(NC(=O)c2cc3c(=O)n4cccc(C)c4nc3s2)cc1Cl,-3.2
COc1ccc(-n2cnc3cc(NS(=O)(=O)c4ccccc4)ccc32)cc1,-5.1
Nc1scc(-c2ccncc2)c1Cl,2.6
Cc1ccc(NC(=O)C(=O)NCC(C)O)cc1C (centres undefined),-1.9
C=CCOC(=O)C1=C(C)Nc2[nH]c(=O)[nH]c(=O)c2C1c1ccc(OC)cc1OC (centres undefined),-17.1
O=C(Nc1ccc(N2CCCCC2)c(C(=O)O)c1)c1ccco1,-2.1
CC(C)(C)OC(=O)N1CCC(C(=O)N2CCCCCC2)CC1,-5.9
CCN(CC)c1nc(C)nc2sc(C(=O)Nc3ccc(F)cc3)c(C)c12,1.3
Cc1cc(Br)ccc1N1CC(C(=O)O)CC1=O (centres undefined),1.8
# Following part.
SMILES,14-3-3 PPI
O=S(=O)(c1ccccc1)c1nc(-c2ccccc2)oc1SCc1ccc(F)cc1,-47.7
c1ccc(-c2nnc3sc(CN4CCOCC4)cn23)cc1,-10.3
Brc1c(CSc2nc3ccccc3o2)nc2ncccn12,-5.4
O=C1C(=O)N(c2nc3ccccc3s2)C(c2ccccc2Cl)/C1=C(\O)c1ccccc1 (centres undefined),-29.1
COc1ccc2c(c1)c(=O)c1ccccc1n2CC(=O)Nc1ccc(C)c(F)c1,-8.7
CCN(CC)c1ncnc2sc(C(=O)Nc3cc(OC)ccc3OC)c(C)c12,-9.0
COc1cccc(C2NC(=O)NC(C)=C2C(=O)OC(C)C)c1OC (centres undefined),-4.5
CC(=O)C1=C(O)C(=O)N(c2ccc(S(N)(=O)=O)cc2)C1c1ccccc1F (centres undefined),-4.9
Cc1cc(C)n2nc(SCC(=O)NC3CCCC(C)C3C)nc2n1 (centres undefined),-8.5
Cc1ccc(S(=O)(=O)NC2=NCN(Cc3cccnc3)CN2)cc1,-0.8
COc1cc(Nc2ncnc(N)c2[N+](=O)[O-])cc(OC)c1OC,5.4
CCc1ccc2[nH]c(C)c(CN(C)Cc3ccccc3)c(=O)c2c1,4.7
Cn1c(=O)c2c([nH]c(=S)n2Cc2ccccc2Cl)n(C)c1=O,-6.5
Cc1c(C(=O)Nc2ccncc2)oc2c1C(=O)CC(C)(C)C2,-0.2
O=C(CSc1nnc(-c2ccco2)c(-c2ccco2)n1)Nc1ccccc1[N+](=O)[O-],-21.9
COc1ccc(-c2cn(-c3ccc(F)cc3)c(S(=O)(=O)CC(=O)Nc3cccc(Cl)c3)n2)cc1,-17.3
CC1CCN(CC(C)CNC(=O)C2(O)c3cc(Br)ccc3NC(=O)N2c2ccc(Cl)cc2)CC1 (centres undefined),-7.8
CCn1c(SCC(N)=O)nnc1-c1ccc2[nH]c(C)c(C)c2c1,1.1
Fc1ccc2nc(-c3ccccc3)c(-c3ccccc3)nc2c1,-82.2
Cn1c(=O)c2c(nc(NCCCO)n2Cc2cccc(C(F)(F)F)c2)n(C)c1=O,0.5
Cc1cccc(N(C)C(=O)c2cc3cc4ccc(C)cc4nc3o2)c1,14.6&11.6
COc1cccc(N(C(=O)CNC(=O)c2ccco2)C(C(=O)NC2CCCC2)c2ccncc2)c1 (centres undefined),1.4
CCC(=O)c1ccc2c(c1)N(CCCN(C)C)c1ccccc1S2,-3.5
O=C(CN1N=C(c2ccc(Cl)cc2)CCC1=O)NCCN1CCN(Cc2ccccc2)CC1,-2.6
COC(=O)c1nnn(CC(=O)Nc2cccc(Cl)c2C)c1C(=O)OC,0.5

# An excerpt from above in order of their number in 14-3-3 PPI, highest first:
SMILES,14-3-3 PPI
CCc1ccc2[nH]c(C)c(CN(C)Cc3ccccc3)c(=O)c2c1,4.7
CCn1c(SCC(N)=O)nnc1-c1ccc2[nH]c(C)c(C)c2c1,1.1
Cc1ccc(S(=O)(=O)NC2=NCN(Cc3cccnc3)CN2)cc1,-0.8
Cn1c(=O)c2c([nH]c(=S)n2Cc2ccccc2Cl)n(C)c1=O,-6.5
CCN(CC)c1ncnc2sc(C(=O)Nc3cc(OC)ccc3OC)c(C)c12,-9.0
COc1ccc(-c2cn(-c3ccc(F)cc3)c(S(=O)(=O)CC(=O)Nc3cccc(Cl)c3)n2)cc1,-17.3
O=C(CSc1nnc(-c2ccco2)c(-c2ccco2)n1)Nc1ccccc1[N+](=O)[O-],-21.9

# (list continues)
SMILES,14-3-3 PPI
COC(=O)c1cc2c(=O)n3cccc(C)c3nc2n(Cc2ccco2)c1=N,-1.0
COc1ccc(NC(=O)C2=C(C)NC(=O)NC2c2ccc(OC)c(OC)c2)c(OC)c1 (centres undefined),8.1
O=C(Nc1nnc(SCC(=O)N2CCCCC2)s1)c1cccs1,1.5
CCc1nnc(SCC(=O)Nc2ccccc2)nc1CC,1.7
O=C(O)CCC(=O)N1N=C(c2c(-c3ccccc3)c3cc(Br)ccc3[nH]c2=O)CC1c1ccccc1Cl (centres undefined),-6.9
Cc1ccc(-c2noc(CN(C(=O)C34CC5CC(CC(C5)C3)C4)C(C)C)n2)cc1,-4.5
CCOC(=O)C1CCN(S(=O)(=O)c2ccc3c(c2)OCCO3)CC1,-2.7
FC(F)(F)c1nc2ccccc2n1CCOc1ccc(Cl)cc1,-8.9
O=C(NCCc1ccncc1)Nc1ccccc1,-5.4
O=C(OCCN=C1NS(=O)(=O)c2ccccc21)c1ccc(F)cc1,-1.5
O=C(Nc1nnc(-c2cccs2)o1)c1ccc(S(=O)(=O)N2CCCCC2)cc1,-7.0
O=C(c1ccccc1)N1CC(COc2ccccc2)OC(c2cccnc2)O1 (centres undefined),0.2
CCC1CCCCN1S(=O)(=O)c1ccc(C(=O)Nc2nnc(CSC)o2)cc1 (centres undefined),-7.0
O=C(NC1CCCC1)C(c1ccccc1)N1CCCCC1 (centres undefined),-1.4
CC(=O)Oc1c2occc2cc2ccc(=O)oc12,8.3
O=C(Nc1cc(Cl)ccc1O)C1CC(=O)N(c2ccccc2)C1 (centres undefined),-11.4
COc1ccccc1-c1c(C)c(C)nc(N)c1C#N,-1.3
COC(=O)CSc1nc2sc(C)c(C)c2c(=O)n1C,-5.3
CCN(CC)c1ccc(C=NCCc2ccccc2)c(O)c1,-164.4
O=C(CSC1CC(=O)N(c2ccc(OC(F)(F)F)cc2)C1=O)Nc1ccc(Cl)cc1 (centres undefined),-14.5
O=C(Nc1cnccn1)c1cccc(C(F)(F)F)c1,0.5
CCOC(=O)c1cc2c(ccn2C)n1Cc1ccccc1C,-3.3
CCCN1Cc2cccc(C(=O)Nc3ccc(OC)cc3OC)c2C1=O,-13.1
c1ccc(Nc2cc(-c3ccccc3)nc3ncnn23)cc1,-10.0
CCOc1cc2[nH]c(=O)n(CCc3ccc(OC)c(OC)c3)c(=O)c2cc1OCC,-9.3&-2.5
CCOC(=O)C(C#N)C(Cc1ccccc1)C1CCOC(C)(C)C1 (centres undefined),0.8
O=C(Cn1ccnc1)c1ccc(F)cc1,3.0
O=C(NCCCN1CCCC1=O)c1ccc2c(c1)NC(=O)C(N1CCOCC1)S2 (centres undefined),0.1&6.8
CCOC(=O)C1=C(C)Nc2ncnn2C1c1cc(Br)ccc1F (centres undefined),-5.9
